# Screening results as filed in PubChem.
# HePTP inh: inhibitors of human HePTP phosphatase, primary screen, biochemical, absorbance, leukemia target; Tyrosine-protein phosphatase non-receptor type 7 (Homo sapiens), P35236; recombinant HePTP phosphatase activity, OD absorbance; inhibition, % at 20 µM; 110,000 compounds, 0.64% hits; in the data active = inhibition above about 50%;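 also: plate controls were vehicle for no effect and reference inhibitor for full effect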
# Target sequence (P35236 whole entry, looked up): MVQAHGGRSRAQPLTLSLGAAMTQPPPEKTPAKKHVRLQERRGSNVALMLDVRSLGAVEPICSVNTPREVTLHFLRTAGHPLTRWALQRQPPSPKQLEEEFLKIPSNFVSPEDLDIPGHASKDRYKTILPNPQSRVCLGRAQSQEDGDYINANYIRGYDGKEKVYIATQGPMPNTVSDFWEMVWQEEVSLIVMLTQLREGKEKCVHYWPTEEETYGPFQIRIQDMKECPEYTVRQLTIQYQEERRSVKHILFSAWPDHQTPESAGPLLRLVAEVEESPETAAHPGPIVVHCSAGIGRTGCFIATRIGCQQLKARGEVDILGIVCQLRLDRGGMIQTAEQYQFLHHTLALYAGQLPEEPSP
# BAP1 inh: inhibitors of BAP1 deubiquitinase, primary screen, biochemical, Ub-AMC fluorescence, kinetic | recombinant BAP1, Ub-AMC hydrolysis fluorescence kinetic; stronger effect = lower value | AID 436, 2006 | 72,000 compounds, 0.48% hits | Ubiquitin carboxyl-terminal hydrolase BAP1 (Homo sapiens), Q92560 | activity remaining (% of control), % at 20 µM;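 active = activity remaining at or below 50% of control, provided the compound also passes the data quality filters; inactive = the rest, including low values that fail the filters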;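 also: 100% = DMSO wells rate and 0% = substrate alone blank rate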
# Target sequence (Q92560 whole entry, looked up): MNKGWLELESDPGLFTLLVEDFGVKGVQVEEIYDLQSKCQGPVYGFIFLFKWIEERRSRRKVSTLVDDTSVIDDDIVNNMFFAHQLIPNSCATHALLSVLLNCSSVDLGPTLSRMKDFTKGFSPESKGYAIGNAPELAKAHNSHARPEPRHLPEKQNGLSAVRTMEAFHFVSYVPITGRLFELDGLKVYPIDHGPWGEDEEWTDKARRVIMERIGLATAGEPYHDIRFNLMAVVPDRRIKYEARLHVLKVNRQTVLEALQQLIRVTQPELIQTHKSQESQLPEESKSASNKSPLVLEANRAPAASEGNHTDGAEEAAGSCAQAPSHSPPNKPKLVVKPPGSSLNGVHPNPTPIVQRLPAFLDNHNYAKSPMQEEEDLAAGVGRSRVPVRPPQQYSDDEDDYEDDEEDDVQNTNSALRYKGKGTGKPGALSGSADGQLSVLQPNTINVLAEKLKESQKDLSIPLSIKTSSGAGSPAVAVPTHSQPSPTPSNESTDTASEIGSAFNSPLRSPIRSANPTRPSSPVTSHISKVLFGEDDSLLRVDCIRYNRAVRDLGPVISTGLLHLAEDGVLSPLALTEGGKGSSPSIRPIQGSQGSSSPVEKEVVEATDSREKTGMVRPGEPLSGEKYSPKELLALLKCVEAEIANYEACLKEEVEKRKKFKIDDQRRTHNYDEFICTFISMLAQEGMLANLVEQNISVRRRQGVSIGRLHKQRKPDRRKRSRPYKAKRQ
# An asterisk follows results filed as active; nt = no result given; & = joins results of further samples; ! = a repeat was not active. Outcome played no part in choosing rows; overall some 0.7% were active at least once.
nr	SMILES	HePTP inh	BAP1 inh
1	C=CCSc1nc(O)c(CC)c(=O)n1C(C)CC (centres undefined)	8	96
2	O=c1[nH]c(SCc2ccccc2Cl)nc2c1CCC2	4	nt
3	C=CCN1C(=O)/C(=C\c2ccccc2C)C(=O)NC1=S	-3	nt
4	Cc1cc(C)n(-c2nc(NCCCO)c3c4c(sc3n2)CCCC4)n1	4	213
5	CSc1oc(-c2ccccc2)nc1S(=O)(=O)c1ccc(F)cc1	9	67
6	COc1cc(OC)c(NC(=O)CCc2nc(-c3ccc(C)cc3)no2)cc1Cl	-2	98
7	C=C(Br)Cn1c(CCC)nc2ccccc21	102*!	100
8	Cc1ccc(Sc2ccc(/C=N/n3cnnc3)o2)cc1	10	nt
9	CN(c1ccc(C(=O)N2CCN(c3ccc(F)cc3)CC2)cc1)S(C)(=O)=O	6	142
10	O=[N+]([O-])c1ccc(NC(=S)Nc2ccccc2)c(O)c1	6	nt
11	COc1cccc(-c2csc3nc[nH]c(=O)c23)c1	3	125
12	COc1ccc(Cl)cc1N(CC(=O)NCCSc1ccccn1)S(=O)(=O)c1ccccc1	4	nt
13	CN(C)C(=O)Oc1ccc[n+](C)c1	6	90&99
14	COc1cccc(C2(c3cccc(OC)c3)CC2C(=O)Nc2cccc([N+](=O)[O-])c2)c1 (centres undefined)	2	nt
15	O=C(NCc1ccc2c(c1)OCO2)C1CCN(S(=O)(=O)c2cccs2)CC1	4	86
16	O=C(Nc1ccc(-c2nc3ccccc3[nH]2)cc1)c1ccc(Cl)cc1	6	nt
17	CCn1c(=O)n(CC(=O)N(C)Cc2ccccc2)c(=O)c2ccccc21	12	100
18	Cc1ccc(C)c(NCN2C(=O)S/C(=C/c3cccc(Br)c3)C2=O)c1	5	nt
19	CCC(C)c1ccccc1OCC(=O)Nc1nccs1 (centres undefined)	-5	nt
20	Cc1oc(-c2ccccc2)nc1C(=O)Nc1nccs1	12	nt
21	N#CC1=C(N)OC2=C(C(=O)CCC2)C1Cc1ccccc1 (centres undefined)	nt	76
22	COc1ccc(C(=O)NC23CC4CC(CC(C4)C2)C3)cc1OC	-12	nt
23	COC(=O)CN(c1ccc(OC)cc1)S(=O)(=O)c1ccc(OC)c(OC)c1	-8	93
24	Cc1cc2nc(-c3cc(NC(=O)COc4ccc([N+](=O)[O-])cc4)ccc3O)oc2cc1C	-5	nt
25	Nc1ncnc2nc(SCCc3ccccc3)[nH]c12	-5	146&73
26	c1ccc(-c2cc(-c3ccncc3)c3c(ccc4ccccc43)n2)cc1	nt	121
27	COc1c(Cl)cc(C(=O)Nc2cccc(-c3nc4ncccc4o3)c2)cc1Cl	0	nt
28	Cc1cccc(N2CCN(C(=O)C3CCCCC3)CC2)c1C	-4	92
29	COC(=O)CSc1ccc2nnc(-c3ccc(OC)c(OC)c3)n2n1	-3	95
30	COc1cccc(NC(=S)NC(=O)c2ccc(Cl)cc2)c1	8	nt
31	COc1cccc(NC(=O)c2oc3ccccc3c2NC(C)=O)c1	-8	83
32	CC(C)(C)CNC(=O)C(=O)NCCc1ccccc1	-5	nt
33	O=C(CSc1nc(-c2ccc(F)cc2)cs1)NC(=O)NCc1ccco1	10	71
34	Cc1ccccc1S(=O)(=O)NC1OC(=O)C(Cl)=C1Cl (centres undefined)	16	100
35	Cc1cc(NC(=O)CCC(=O)N(CC(=O)NC2CCCC2)Cc2ccc(F)cc2)no1	-12	99
36	CS(=O)(=O)NCCNc1ccc([N+](=O)[O-])cc1Cl	-4	nt
37	NC1=NC(=O)C(CC(=O)Nc2ccccc2[N+](=O)[O-])S1 (centres undefined)	-3	nt
38	C=CCn1c(-c2ccccc2)nc2nc3ccccc3nc21	12	nt
39	CC(=O)SC(CC(=O)c1ccccc1)c1cn(-c2ccccc2)nc1-c1ccc(C)cc1 (centres undefined)	7	nt
40	COC(=O)c1cc(COC(=O)c2cccnc2SC)oc1C	-2	125

# Compounds from the list above that contain four or more nitrogen atoms (7):
nr	SMILES	HePTP inh	BAP1 inh
4	Cc1cc(C)n(-c2nc(NCCCO)c3c4c(sc3n2)CCCC4)n1	4	213
8	Cc1ccc(Sc2ccc(/C=N/n3cnnc3)o2)cc1	10	nt
25	Nc1ncnc2nc(SCCc3ccccc3)[nH]c12	-5	146&73
29	COC(=O)CSc1ccc2nnc(-c3ccc(OC)c(OC)c3)n2n1	-3	95
35	Cc1cc(NC(=O)CCC(=O)N(CC(=O)NC2CCCC2)Cc2ccc(F)cc2)no1	-12	99
37	NC1=NC(=O)C(CC(=O)Nc2ccccc2[N+](=O)[O-])S1 (centres undefined)	-3	nt
38	C=CCn1c(-c2ccccc2)nc2nc3ccccc3nc21	12	nt

# More structures:
nr	SMILES	HePTP inh	BAP1 inh
41	CCC(NC(=O)Nn1cnnc1)(C(F)(F)F)C(F)(F)F	5	68
42	Cc1csc(NC(=O)CCn2c(=O)oc3ccccc32)n1	6	100
43	O=C(NCCCn1ccnc1)c1cccc([N+](=O)[O-])c1	-7	nt
44	COc1ccc(CCNC(=O)C2CCN(S(=O)(=O)c3c(C)noc3C)CC2)cc1OC	-12	123
45	O=C(Nc1nc(-c2ccc(Cl)cc2)cs1)C12CC3CC(CC(C3)C1)C2	3	nt
46	COc1ccccc1NC(=O)C1=C(C)Nc2nnnn2C1c1cc(Br)ccc1OC (centres undefined)	0	94
47	CCN(CC)c1c(-c2ccccc2)c2cc(C)ccc2[nH]c1=O	4&2	88
48	COc1cccc(CNC(=O)C2CCN(S(=O)(=O)N3CC(C)CC(C)C3)CC2)c1 (centres undefined)	5	102
49	O=C1CC(c2ccccc2)CN1C(=O)c1cccnc1 (centres undefined)	nt	83
50	O=C(Nc1ccccc1)c1ccc(S(=O)(=O)N2CCCC2)cc1	-7	112
51	CCN1C(=O)NC(c2ccccc2Cl)C(C(=O)OCCOC)=C1C (centres undefined)	nt	58
52	Cc1ccc(C)c(NC(=O)C2CC=CCC2C(=O)O)c1 (centres undefined)	3	107
53	C=CCN(C1CCCCC1)S(=O)(=O)c1ccc2c(c1)oc(=O)n2C	7	97
54	Nc1nc(SCc2ccc([N+](=O)[O-])cc2)c2ncn([C@@H]3O[C@H](CO)[C@H](O)C3O)c2n1 (some centres undefined)	nt	92
55	COc1ccc(N=Cc2ccc(Br)s2)c([N+](=O)[O-])c1	-11	nt
56	O=C(COc1ccc(Cl)cc1Br)N1CCN(c2ccccc2)CC1	2&1	80
57	COc1cc(C(=O)N/C(=C/c2cccc([N+](=O)[O-])c2)C(=O)Nc2ccc(C)cc2)cc(OC)c1OC	-9	nt
58	Cc1cccc(N(C)c2cc(C)nc3ncnn23)c1	6	104
59	C=CCOc1ccccc1C=C1C(=O)NC(=S)NC1=O	14	nt
60	O=C(c1ccccc1-c1nc(-c2ccccc2)no1)N1CCCC1	11	90
61	CCOc1ccc(S(=O)(=O)N(CC(=O)NC(C)(C)C)c2ccc(C)cc2)cc1	0	nt
62	CCOC(=O)N1CCC(N2C(=O)c3ccccc3C2Nc2cc(C(=O)OC)cc(C(=O)OC)c2)CC1 (centres undefined)	6	72
63	O=C1C=CC(=O)N1c1ccccc1SC(F)(F)F	0	nt
64	O=C1C(=O)N(CCCN2CCOCC2)C(c2ccccn2)/C1=C(\O)c1ccc2c(c1)OCCO2 (centres undefined)	4	95
65	Cc1occc1C(=O)N1CCN(Cc2ccccc2)CC1	6	95
66	Cc1cc(OCC(=O)Nc2ccc(F)cc2)ccc1Br	11	nt
67	C=CCNS(=O)(=O)c1cccc2cc(C(=O)O)c(O)cc12	9	73
68	CC(C)=CCSc1nnc([C@@H](NC(=O)OC(C)(C)C)C(C)C)o1	7	106
69	O=S(=O)(c1ccc2c(c1)OCO2)N1CCN(c2nnnn2-c2ccccc2)CC1	-3	119
70	O=C(c1ccco1)c1n[nH]nc1-c1ccccc1	3	nt
71	O=C(c1cccc(Br)c1)N1CCN(c2c(Cl)cccc2[N+](=O)[O-])CC1	2	nt
72	O=P1(c2ccccc2)C=Cn2c1cc1c2CCCC1 (centres undefined)	-4	94
73	O=C1C=CC(=NOS(=O)(=O)c2ccccc2)C=C1	11	nt
74	CN(C)c1nc(C(=O)Nc2ccccc2)nc(N(C)C)n1	nt	99
75	O=C1CCc2cc(S(=O)(=O)N3CCC(C(=O)NC4CCCc5ccccc54)CC3)ccc2N1 (centres undefined)	4	97
76	COC(=O)C1=C(O)/C(=C\c2ccc(OCc3ccccc3)cc2)N=C1C	-4	nt
77	CC1(C)CCC2=C(O1)c1ccccc1C(=O)C2=O	nt	59
78	Cc1ccc(-n2c(SCC(N)=O)nnc2-c2ccccn2)cc1	2	98
79	Cc1cc(NC(=O)Cn2nnc3sc4c(c3c2=O)CCC(C(C)(C)C)C4)no1 (centres undefined)	3	103
80	CC1CCCCN1C(=O)Nc1cccc(Cl)c1 (centres undefined)	8	101
81	CCOc1ccc(C2NC(=O)c3ccccc3O2)cc1 (centres undefined)	-14	103
82	C=CCNC(=O)c1ccc(OC)cc1OC	6	118
83	Cc1c(NC(=O)C(Cc2ccccc2)N2C(=O)c3ccccc3C2=O)c(=O)n(-c2ccccc2)n1C (centres undefined)	-6	nt
84	Clc1ccc(-c2csc(Nc3ncccn3)n2)cc1Cl	-8	nt
85	O=C(Nn1c(C2CCC2)nc2ccccc2c1=O)C1CCC1	-4	101
86	O=C(c1noc2c1CCCC2)N1CCN(c2ccc(F)cc2)CC1	-6	95
87	CCNC(=O)c1cc(-c2ccc(Cl)s2)nc2ccccc12	41	nt
88	O=c1cc2c(n[nH]1)CCCC2	-10	95
89	CC1=C(C(=O)OCc2ccc3c(c2)OCO3)C(c2cccc([N+](=O)[O-])c2)NC(=O)N1 (centres undefined)	-22	nt
90	Cc1cc(F)ccc1S(=O)(=O)Nc1ccccc1C(=O)Nc1ccc2[nH]c(=O)[nH]c2c1	-10	nt
91	O=C(CSc1nc2ccccc2o1)Nc1ccccc1Oc1ccccc1	5	nt
92	C=C(C)c1cccc(C(C)(C)NC(=O)N2CCN(c3ccccn3)CC2)c1	4	98
93	COc1ccc(C2=C(N)c3ccccc3C2=O)cc1	6	103
94	CCNC(=O)CSc1nc2ccccc2c(=O)n1CCCOC(C)C	6	108
95	COc1cc(CN2CCN(Cc3ccco3)CC2)cc(OC)c1OC	-2	nt
96	COc1ccc2c(c1)C1(Nc3ccccc3-c3nc4ccccc4n31)C(=O)N2C (centres undefined)	4	107

# (continued)
nr	SMILES	HePTP inh	BAP1 inh
97	CSc1nnc(-c2cnccn2)n1Cc1ccccc1	2	112
98	O=C1C2C(c3ccccc3Cl)OC3(C(=O)c4ccccc4C3=O)C2C(=O)N1c1cccc(C(F)(F)F)c1 (centres undefined)	-10	nt
99	COc1cc(/C=C/C(=O)c2ccc(C)cc2)cc(OC)c1OC	-24	nt
100	CCCC(=O)Nn1cnc2c(c1=O)C1(CCCC1)Cc1ccccc1-2	-5	110
101	COc1ccc(NC(=O)CSc2nnc(-c3ccco3)n2C)cc1	-10	119
102	Cc1ccc(/C(O)=C2/C(=O)C(=O)N(CCCCCC(=O)O)C2c2ccc([N+](=O)[O-])cc2)cc1 (centres undefined)	-7	nt
103	CCN(CC(=O)NC(C)C)C(=O)c1ccc(S(=O)(=O)N(C)c2ccccc2OC)cc1	6	120
104	Cc1ccnc(N2CCCC(C(=O)Nc3cc(F)ccc3C)C2)n1 (centres undefined)	-9	85
105	O=C(CCC(=O)N1CCCC1)Nc1nnc(C2CCCCC2)s1	2	94
106	O=C(CSc1nnc(Cn2c(=O)sc3ccccc32)n1CCc1ccccc1)N1CCCC1	1	92
107	CN(Cc1nc(-c2ccccn2)no1)S(=O)(=O)c1ccccc1	3	93
108	CCOc1cccc(C(=O)Nc2cccc(-c3nnc(-c4ccc(C)cc4)o3)c2)c1	18	nt
109	O=C1NC(=O)/C(=C\c2cccc(Cl)c2)S1	5	nt
110	COc1ccc(CCNC(=O)c2ccc(CN(c3ccccc3)S(C)(=O)=O)cc2)cc1OC	-6	nt
111	Cc1cnc(SCCc2ccncc2)nc1C	13	99
112	OC(c1cccc2ccccc12)c1nc2ccccc2n1Cc1ccccc1 (centres undefined)	nt	51

# Single entries from the results shown:
# `COc1ccc(CCNC(=O)c2ccc(CN(c3ccccc3)S(C)(=O)=O)cc2)cc1OC` in HePTP inh reads -6
# `CN(Cc1nc(-c2ccccn2)no1)S(=O)(=O)c1ccccc1` in HePTP inh reads 3
# `O=C(CSc1nnc(Cn2c(=O)sc3ccccc32)n1CCc1ccccc1)N1CCCC1` in BAP1 inh reads 92

# Continued:
nr	SMILES	HePTP inh	BAP1 inh
113	COC(=O)c1ccc(CNC(=O)COc2ccccc2Br)o1	-5	128
114	Clc1ccc(Cl)c(OCCN2CCOCC2)c1	-4	115
115	COc1ccc2occ(C(=O)c3ccc(N=C(C)N(C)C)cc3)c2c1	5	nt
116	CCN(CC)C(=O)c1cc(-c2ccc(Br)cc2)on1	7	105
117	CC(=O)Nc1cc(C(F)(F)F)ccc1OCC1CCCO1 (centres undefined)	1	nt
118	CCOC(=O)N1CCC(N2Cc3cccc(C(=O)N4CC(C)CC(C)C4)c3C2=O)CC1 (centres undefined)	6	91
119	O=C(Nc1ccccc1C(=O)N1CCCC1)C1CCN(c2ncccn2)CC1	4	90
120	COc1cc(C=NN2CCN(c3ccc(Cl)cc3)CC2)cc(OC)c1OC(C)=O	1	nt
121	CCOC(=O)N1CCC(NC(=O)c2cc3c(=O)n(C)c4ccccc4c3n2C)CC1	16	108
122	COc1ccc(S(=O)(=O)N(C(C)=O)c2ccc3oc(=O)sc3c2)cc1	13	120
123	CC(C)N1CN=C2SC(CO)(CO)C(=O)N2C1	-2	nt
124	CCCCNC(=O)Nc1ccon1	5	105
125	COc1ccc(OC)c(C2C(C(=O)c3ccc(C)o3)=C(O)C(=O)N2CCCN2CCOCC2)c1 (centres undefined)	4	61
126	CCCOc1ccc(/C=C2/C(=O)NC(=O)N2C(C)=O)cc1OC	10	nt
127	CN(C(=O)Cc1ccccc1)c1ccccc1	-2	nt
